mcGAS inh – blocks mouse cGAS activity | inhibition, % at 12.5 µM | 160,000 compounds, 0.15% hits | Q8C6L5 | recombinant cGAS, Kinase-Glo ATP depletion luminescence;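 further: 0% = negative control wells and 100% = reference inhibitor with no enzyme activity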
hcGAS inh – human cGAS inhibition. Q8N884. recombinant h-cGAS, ATP depletion, Kinase-Glo luminescence. inhibition, % at 12.5 µM. 290,000 compounds, 0.081% hits;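 further: 0% = vehicle reaction and 100% = reaction without DNA for no activity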
Target sequence (Q8N884 whole entry, looked up): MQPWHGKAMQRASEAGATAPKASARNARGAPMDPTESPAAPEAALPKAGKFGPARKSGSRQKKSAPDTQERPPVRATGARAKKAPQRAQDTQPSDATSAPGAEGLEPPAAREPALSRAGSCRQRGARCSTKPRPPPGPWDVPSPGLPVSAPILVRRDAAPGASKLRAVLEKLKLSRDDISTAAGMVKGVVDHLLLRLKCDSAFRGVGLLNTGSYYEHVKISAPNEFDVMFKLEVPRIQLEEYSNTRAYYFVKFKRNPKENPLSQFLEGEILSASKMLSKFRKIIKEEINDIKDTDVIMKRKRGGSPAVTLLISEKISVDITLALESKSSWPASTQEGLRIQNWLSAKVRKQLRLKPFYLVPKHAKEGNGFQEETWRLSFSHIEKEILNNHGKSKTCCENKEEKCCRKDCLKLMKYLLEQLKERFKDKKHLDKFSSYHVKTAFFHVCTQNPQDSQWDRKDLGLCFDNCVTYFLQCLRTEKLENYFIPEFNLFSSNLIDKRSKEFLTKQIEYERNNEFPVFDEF
NPYLR7 agonist – activates Aedes aegypti NPYLR7 receptor; HEK293T NPYLR7/Galpha15, GCaMP6s calcium fluorescence; activation, % at 10 µM; 270,000 compounds, 0.15% hits; AID 1259423; in the data active means activation above about 40%;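 further: 0% = vehicle and 100% = reference agonist at the receptor; some compounds past the cut are filed as inactive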
Numbers without * were called inactive; nt = no result given. Unless noted, no stated cut-off is given here; in the data, active means inhibition above about 40%; inactive means the rest.

Sample of the layout (16 entries):
SMILES | mcGAS inh | hcGAS inh | NPYLR7 agonist
COc1ccccc1C1CCN(S(=O)(=O)c2cc(Cl)ccc2C)C1 (configuration not stated) | -2.3 | 1.6 | -9.7
c1ccc(CC2CN(C3CC3)CCN2)cc1 (configuration not stated) | nt | -1.8 | -3.3
COc1ccc(NC(=O)CCn2cnc3c([nH]c4cc(OC)c(OC)cc43)c2=O)c(OC)c1 | -9.7 | -3.8 | nt
O=C(CN1CN(c2ccccc2)C2(CCN(C(=O)c3ccc(Cl)cc3)CC2)C1=O)Nc1ccc(F)cc1 | -5.3 | -9.1 | 25.0
Cc1ccc(CN2CC(O)CN(C(=O)c3ccc(C)cc3)CC2=O)cc1 (configuration not stated) | -4.1 | -2.9 | 25.7
Cc1cccc(C)c1OC1CN(C(CO)CO)C1 | nt | -2.2 | 3.4
CC(C#N)CNc1ncnc2ccc(Br)cc12 (configuration not stated) | nt | 15.5 | -7.1
CCOc1ccc(N2CCN(C(=O)c3ccc(Br)cc3)C(C)C2=O)cc1 (configuration not stated) | nt | -1.4 | -1.5
Cc1ccc(Cl)cc1NC(=O)CC(=O)NC1CCN(S(C)(=O)=O)CC1 | nt | -1.0 | 3.2
Cc1ccc(C)c(CSc2nc(=O)[nH]c3c2CCC3)c1 | -7.7 | 1.2 | -0.9
Cn1cc(N2CCN(c3ccc(C#N)c(Cl)c3)CC2=O)cn1 | nt | -2.6 | -2.4
COc1ccccc1N1CCN(c2ccc(NC(=O)c3ccc4ccccc4c3)cc2C(=O)NCC2CCCO2)CC1 (configuration not stated) | -7.1 | -5.9 | 2.1
CCn1cc(C(CC(=O)O)c2ccc(Cl)cc2)c2ccccc21 (configuration not stated) | nt | -3.7 | 0.8
COc1ccc(-c2nc3c4cnn(-c5ccccc5Cl)c4ncn3n2)c(O)c1 | -8.3 | -8.2 | 3.9
CC(C)CNC(=O)N1CCCC(C(=O)N2CCC(c3ccco3)C2)C1 (configuration not stated) | nt | -8.7 | 3.5
COc1ccccc1C(=O)N1CCC[C@@H]1C(=O)NCCNC(=O)c1ccc(F)cc1 | -5.5 | -2.2 | 16.9

All compounds of this part, repeating the preview:
SMILES | mcGAS inh | hcGAS inh | NPYLR7 agonist
COc1ccccc1C1CCN(S(=O)(=O)c2cc(Cl)ccc2C)C1 (configuration not stated) | -2.3 | 1.6 | -9.7
c1ccc(CC2CN(C3CC3)CCN2)cc1 (configuration not stated) | nt | -1.8 | -3.3
COc1ccc(NC(=O)CCn2cnc3c([nH]c4cc(OC)c(OC)cc43)c2=O)c(OC)c1 | -9.7 | -3.8 | nt
O=C(CN1CN(c2ccccc2)C2(CCN(C(=O)c3ccc(Cl)cc3)CC2)C1=O)Nc1ccc(F)cc1 | -5.3 | -9.1 | 25.0
Cc1ccc(CN2CC(O)CN(C(=O)c3ccc(C)cc3)CC2=O)cc1 (configuration not stated) | -4.1 | -2.9 | 25.7
Cc1cccc(C)c1OC1CN(C(CO)CO)C1 | nt | -2.2 | 3.4
CC(C#N)CNc1ncnc2ccc(Br)cc12 (configuration not stated) | nt | 15.5 | -7.1
CCOc1ccc(N2CCN(C(=O)c3ccc(Br)cc3)C(C)C2=O)cc1 (configuration not stated) | nt | -1.4 | -1.5
Cc1ccc(Cl)cc1NC(=O)CC(=O)NC1CCN(S(C)(=O)=O)CC1 | nt | -1.0 | 3.2
Cc1ccc(C)c(CSc2nc(=O)[nH]c3c2CCC3)c1 | -7.7 | 1.2 | -0.9
Cn1cc(N2CCN(c3ccc(C#N)c(Cl)c3)CC2=O)cn1 | nt | -2.6 | -2.4
COc1ccccc1N1CCN(c2ccc(NC(=O)c3ccc4ccccc4c3)cc2C(=O)NCC2CCCO2)CC1 (configuration not stated) | -7.1 | -5.9 | 2.1
CCn1cc(C(CC(=O)O)c2ccc(Cl)cc2)c2ccccc21 (configuration not stated) | nt | -3.7 | 0.8
COc1ccc(-c2nc3c4cnn(-c5ccccc5Cl)c4ncn3n2)c(O)c1 | -8.3 | -8.2 | 3.9
CC(C)CNC(=O)N1CCCC(C(=O)N2CCC(c3ccco3)C2)C1 (configuration not stated) | nt | -8.7 | 3.5
COc1ccccc1C(=O)N1CCC[C@@H]1C(=O)NCCNC(=O)c1ccc(F)cc1 | -5.5 | -2.2 | 16.9
S=C1NC2(CCCC2)N=C1c1ccc(Br)cc1 | nt | 5.9 | -4.9
Cc1oc(NC(=O)C(C)N2CCNC(=O)CC2)c(C#N)c1C (configuration not stated) | nt | -6.0 | 12.7
CC1=C(C(=O)N2CCCCC2)C2(CCCCC2)OC1=O | -3.8 | -6.1 | 8.2
C=CCN(CC=C)C(=O)CSc1nnc(N)s1 | nt | -7.2 | -0.1
Cc1[nH]c2ccccc2c1C(Nc1ccccn1)c1ccccn1 (configuration not stated) | nt | -6.3 | 1.5
O=C1CC(Nc2ncnc3c2CCC3)CN1CCCc1ccccc1 (configuration not stated) | nt | 1.8 | -3.5
O=C(Nc1cnns1)c1cccc(CN2CCS(=O)(=O)CC2)c1 | -12.2 | -8.8 | nt
Cc1ccc(-n2c(SCc3ccc(F)cc3)nnc2C(C)NC(=O)c2ccccc2F)cc1 (configuration not stated) | -3.3 | -3.7 | 18.3
CCOc1ccc(C(=O)NNC(=O)c2ccnn2C)cc1 | nt | -8.5 | 9.9
Continued:
SMILES | mcGAS inh | hcGAS inh | NPYLR7 agonist
C1=NN2C(SCc3nnc(-c4ccco4)o3)=Nc3ccccc3C2C1 (configuration not stated) | nt | 0.5 | -1.9
Cc1cc(OCC(=O)OCc2ccccc2C#N)ccc1Cl | -13.5 | -6.2 | -0.8
O=C(NCCn1nc(-c2cccs2)ccc1=O)c1ccco1 | -7.8 | 0.9 | -0.3
COc1ccc(NC(=O)c2cc3c(s2)CCCC3)cn1 | -8.2 | -5.2 | -1.5
CC(C#N)c1cccc(C(=O)N2CCOC(COc3ccc4c(c3)CCCC4)C2)c1 (configuration not stated) | nt | -0.8 | 15.2
Cc1nc(CCNC(=O)CC(c2ccccc2)c2ccc(F)cc2)sc1C (configuration not stated) | nt | -4.7 | 3.2
C=C(C)COc1ccccc1C(=O)N1CCCN(c2ncccn2)CC1 | nt | -8.1 | -6.1
CN(CCC=C1c2ccccc2CCc2ccccc21)Cc1cc2c(cc1Cl)OCO2 | nt | -7.5 | -8.1
CCCCCCNC(=O)c1cc(-c2cccc(OC)c2)n(-c2ccccc2)c1C | -2.8 | -2.4 | -2.9
COc1cc2c(cc1OC)C(c1ccccc1Cl)N(C(=O)c1ccc(-c3cccc(Cl)c3)s1)CC2 (configuration not stated) | -7.4 | -9.9 | 25.8
COc1ccc(N2C(=O)c3ccccc3NC2c2ccc(OC)c(CSc3ccccn3)c2)cc1 (configuration not stated) | -4.1 | -4.2 | 20.8
O=C(c1ccc2c(c1)OCCO2)N(Cc1ccccn1)c1nc2ccc(Cl)cc2s1 | -6.5 | -1.9 | -0.4
O=C1OCCC1Sc1nc2scc(C3CC3)c2c(=O)n1C1CCCCC1 (configuration not stated) | nt | -13.3 | 6.2
O=C1/C(=C/c2ccc(-c3ccc([N+](=O)[O-])cc3)o2)C=C(c2ccccc2)N1c1cccc([N+](=O)[O-])c1 | -2.8 | -3.4 | -2.3
Cc1ccc(C)c2c1sc(=NC(=O)C(C)C)n2C | -6.5 | -5.8 | 13.3
O=C(O)CSc1nnc2n(-c3ccccc3)c3ccccc3n12 | nt | 0.0 | -0.1
Cc1ccc(C(=O)n2cc(-c3cccc(Cl)c3)c(N)n2)cn1 | -14.8 | -6.9 | 14.6
CC1CCCC(N(C)Cc2ccn(C)c(=O)c2)C1 (configuration not stated) | nt | 4.9 | -3.2
COC(=O)c1ccc(-c2nc(CN3CCN(c4ccccc4F)CC3)c(C)o2)cc1 | nt | -1.5 | -0.5
O=C(C1CC1)N(Cc1c(-c2ccccc2)noc1N1CCCCC1)CC1CCCO1 (configuration not stated) | -5.9 | -5.2 | 11.8
COc1cc(CN2C(=O)C(C)ON=C2c2cccs2)cc(OC)c1 (configuration not stated) | nt | -2.0 | 4.9
COc1ccnc(N2CCN(C(=O)NCc3cnn(C)c3)CC2)n1 | nt | -6.3 | 12.0
CC(NCC(O)COCC12CC3CC(CC(C3)C1)C2)c1ccccc1 (configuration not stated) | -2.0 | 2.1 | 4.0
CN(C)c1ccc(C(=O)N2CCN(c3nc4nccc(-c5cccnc5)n4n3)CC2)cc1 | -6.3 | -2.9 | 0.1
COc1ccc(-c2nc3ccccn3c2NC(=O)C2CCC2)cc1OC | -13.8 | -18.1 | 5.0
(cont.)
SMILES | mcGAS inh | hcGAS inh | NPYLR7 agonist
NS(=O)(=O)c1ccc(Nc2nc(-c3ccccc3)c3cc(Br)ccc3n2)cc1 | -2.1 | 0.5 | -8.1
CCN(CC)CCn1c(C)c(C)n2c3c(=O)n(Cc4ccc(C)cc4)c(=O)n(C)c3nc12 | nt | -5.9 | -4.4
CCS(=O)(=O)N1CCCC(C(=O)NC2CCCC[C@H]2N(Cc2ccc(Cl)cc2)C(=O)c2ccccc2)C1 (some centres not stated) | -3.1 | -0.3 | -0.4
COc1cccc(C(=O)N2CCN(C(=O)CCCSc3nnc(-c4ccco4)n3-c3ccccc3C)CC2C)c1 (configuration not stated) | -5.3 | -5.0 | 16.9
CC(CCn1cccn1)NC(=O)C(C)(C)NC(=O)c1cccs1 (configuration not stated) | nt | -2.8 | 6.4
Cc1cccc(C)c1OC1CN(C(=O)CCn2ccc(=O)[nH]c2=O)C1 | nt | -4.0 | 8.2
N#Cc1cccnc1NCCCc1nc2ccccc2s1 | nt | 7.7 | 1.9
CCCCN(C=O)c1c(CC)nc2ccc(C(=O)N3CCN(C)CC3)cn12 | -3.0 | -4.2 | 3.3
Cc1ncoc1C(=O)N1CCCC(N2CCN(c3ccccc3F)CC2)C1 (configuration not stated) | nt | 0.0 | 4.4
CCN(CC(=O)Nc1c(-c2ccccc2)c(C)nn1-c1ccccc1C)C(=O)c1ccc(Br)cc1 | -5.6 | -9.6 | -13.4
O=C(N[C@@H]1c2ccccc2C2(CCNCC2)[C@H]1OCc1cccnc1)c1ccco1 | nt | -8.4 | 7.2
C=c1oc(C)cc1=C1NN=C(CCC(=O)NCC2(c3ccccc3)CCOCC2)O1 | -15.4 | -5.7 | 8.6
CNC(=O)[C@@H]1C[C@H](N)CN1Cc1ccc(-n2cncn2)cc1 | -9.0 | -9.3 | 4.3
Cc1csc2nc(CNC(CN3CCOCC3)c3ccccc3)cc(=O)n12 (configuration not stated) | -16.0 | -4.5 | 1.9
Oc1c(C(c2ccncc2)N2CCCC2)ccc2cccnc12 (configuration not stated) | nt | -8.0 | 5.9
N#Cc1ccc(CN2CCN(C(=O)CC3OC(=O)c4ccccc43)CC2)cc1 (configuration not stated) | nt | 0.0 | 1.6
CSc1ncc(CN2CCC(n3nccc3NC(=O)CCc3ccccc3)CC2)cn1 | -12.3 | -5.6 | 4.5
CCn1nc(C(=O)N(Cc2cccnc2)c2nc3c(Cl)cccc3s2)cc1C | nt | -2.9 | 0.5
Cn1c(CC#N)nc2ccccc21 | nt | -3.0 | 6.0
O=S(=O)(Oc1ccc2c(c1)OCO2)c1cccc(C(F)(F)F)c1 | nt | -2.7 | -1.1
O=S1(=O)N=C(Nc2cccc(Cl)c2)c2ccccc21 | -5.7 | -4.5 | 19.2
O=C(NCC(F)(F)F)c1ccn(-c2ccccc2)n1 | nt | -13.1 | 5.3
CC(CN1CCCC1)CN(C)C(=O)c1ccc(NC(=O)C2CCC2)cc1 (configuration not stated) | nt | -3.8 | 21.0
C=C(C)Cn1c(SCC(=O)N/N=C\c2cccnc2)nnc1-c1ccc(Br)cc1 | nt | 3.0 | -4.8
CCOC(=O)c1c(C)nn(-c2ccc(C(=O)NCCC(c3ccccc3)c3ccccc3)cc2)c1C | -4.2 | -2.0 | 7.3
The list goes on.
SMILES | mcGAS inh | hcGAS inh | NPYLR7 agonist
CCCN(Cc1nnc(-c2ccco2)o1)C(=O)C=Cc1c(C)nn(C)c1C | -6.2 | -11.7 | -0.8
COc1ccc(/C=C2\C=C(c3ccccc3)N(c3cc(C)ccc3C)C2=O)cc1Br | 0.7 | -0.2 | -3.4
Cc1nc(N2CCOCC2)ncc1-c1cc(=O)[nH]c(N2CCCCC2)n1 | -2.8 | 4.4 | 0.0
O=C(Cc1csc(Nc2ccc(OC(F)(F)F)cc2)n1)NC1CC1 | nt | -7.1 | 9.3
CN(C)C1CCCN(C(=O)c2ccc(-n3cccc3)cc2)C1 (configuration not stated) | nt | -4.1 | -2.0
COc1ccc(-n2c(SCC(=O)N3CCN(C(=O)c4ccc(OC)cc4OC)C(C)C3)nnc2-c2ccc(C)cc2)cc1 (configuration not stated) | -6.6 | -6.4 | 4.3
COc1ccc2nc(N(CCN(C)C)C(=O)/C=C/c3cccs3)sc2c1 | -6.5 | -11.1 | -3.3
CCC(C)N(CC1=CCN(Cc2ncccn2)CC1)C(C)=O (configuration not stated) | nt | -8.4 | 19.5
CC(C)CNC(=O)C1(C)CCN1C(=O)Cc1ccccc1Cl (configuration not stated) | -5.3 | -1.7 | -1.0
Cc1cc(C)c(C#N)c(NCc2cccc(NC(=O)CN(C)C)c2)n1 | -11.8 | -6.0 | -1.8
COc1cc(C(=O)N2CCN3C(=O)CNC(=O)C3C2)ccn1 (configuration not stated) | nt | -7.1 | 9.9
COC(=O)CCN1CCN(C(=O)OC(C)(C)C)CC1 | -7.5 | -5.9 | -12.5
Cc1noc(C2CCN(C(=O)c3cccnc3SC(F)(F)F)CC2)n1 | -14.5 | -2.1 | 9.0
